CD40 NFkB inh – CD40 pathway inhibition in BL2 cells; BL2 NF-kB luciferase reporter, CD40L-induced, 4 h; inhibition, % at 10 µM; 83,000 compounds, 0.94% hits;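 active = mean inhibition of at least 50% with a set share of replicates also reaching that level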;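 note: 0% = neutral control wells and 100% = IKK inhibitor VII at 50 µM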
* = called active by the depositor; & = joins results of further samples; [ ] = another dose, or the depositor's remark.

CD40 NFkB inh,SMILES
-8.3[25 µM],C[C@@H]1CN([C@H](C)CO)C(=O)c2c(c3ccccc3n2C)-c2ccccc2CO[C@@H]1CN(C)S(=O)(=O)c1cn(C)cn1
-9.7,O=C(N/N=C/c1cccs1)c1cccnc1
-44.0,O=C(NNc1nc(-c2ccc(Br)cc2)cs1)c1ccco1
1.5,O=C(O)CCCCCNC(=O)Cn1nnc2ccccc2c1=O
-3.5[25 µM],CCC(=O)N1CCCCN2[C@@H](CO)[C@@H](c3ccc(C#Cc4ccccc4)cc3)[C@@H]2C1
5.9,O=S(=O)(CCN1CCSCC1)c1ccccc1
-14.4[25 µM],O=S(=O)(c1ccccc1)N1[C@@H]2CNc3ccccc3[C@@H]2[C@@H]1CO
9.4,CCS(=O)(=O)N1CCC(C(=O)NCc2ccc(OC)cc2OC)CC1

The list continues:
CD40 NFkB inh,SMILES
15.4,FC(F)(F)c1cc(-c2ccco2)nc(NCc2cccnc2)n1
-54.4,Cn1c(C(C#N)C(=O)c2ccco2)nc2ccccc21 (stereo not drawn)
2.0,Cc1nccc(-c2ccc3c(c2)OCO3)n1
3.4,CC(=O)Nc1ccc(C)c([N+](=O)[O-])c1
-2.6[25 µM],COc1ccc([C@@H]2CC=CC[C@H](C)Oc3ccccc3C(=O)N(C)[C@@H](Cc3ccccc3)C(=O)N2)c(OC)c1 (mixture of isomers)
4.2,COC(=O)c1c(NC(=O)CN2CCCc3ccccc32)sc(C)c1C
15.9,CN(CC(=O)O)S(=O)(=O)c1cc(Cl)ccc1Cl
-0.2,CC(CCc1ccccc1)NC(=O)CSc1ccccn1 (stereo not drawn)

The list continues:
CD40 NFkB inh,SMILES
7.9,CC(=O)N1CCN(C(=O)Cn2c(=O)oc3ccccc32)CC1
1.0,COc1cc(NC(=O)COC(=O)c2ccc3ccccc3n2)cc(OC)c1
1.4,O=C(NCCc1ccccc1)C1CCCN1C(=O)Nc1ccccc1 (stereo not drawn)
3.5,CCOC(=O)N(C)C[C@@H]1OCc2ccccc2-c2ccccc2C(=O)N([C@@H](C)CO)C[C@H]1C
-51.1,Clc1ccc2nc(N3CCCCC3)[nH]c2c1
0.3,COC(=O)C1CCN(CC(=O)Nc2ccc(C(=O)Nc3ccccc3OC)cc2)CC1
0.6,CCN(CC(=O)Nc1ccc(OC)cc1)C(=O)CCc1nc2ccccc2c(=O)[nH]1
7.6,CCN(CC)c1ccc(S(=O)(=O)N2CCCCC2)cc1NC(=O)C1CCC1

(listing goes on)
CD40 NFkB inh,SMILES
6.3,COc1ccc(NC(=O)CCN2CCN(c3ccc(F)cc3)CC2)cc1
-14.9,CC(=O)Nc1ccc(Nc2nc3ccccc3nc2NS(=O)(=O)c2ccc(Cl)c([N+](=O)[O-])c2)cc1
-4.0,O=S(=O)(c1ccccc1)N1CCN(C2CCN(Cc3ccccc3)CC2)CC1
20.5,CCN=C1SC(CC(N)=O)C(=O)N1CC (stereo not drawn)
3.6,O=S(=O)(c1ccc(OCC(O)CN2CCCC2)cc1)N1CCOCC1 (stereo not drawn)
-0.7,O=C(OCc1ccco1)c1ccc(S(=O)(=O)N2CCCCC2)cc1
-9.6[25 µM],CC[C@H]1CC=CC[C@@H](C)Oc2ccccc2C(=O)N(C)[C@H](C)C(=O)N1 (mixture of isomers)
-11.2[25 µM],CCCC(=O)Nc1ccc2c(c1)C(=O)N(C)[C@H]1CC[C@@H](CC(=O)N3CCCCC3)O[C@H]1CO2

Other structures follow.
CD40 NFkB inh,SMILES
-28.6,C/C(Cl)=C/Cc1c(C)[nH]c2ccc(C)cc2c1=O
-2.1,C/C=C/c1ccc([C@H]2[C@@H](CO)N(CC3CCCC3)[C@H]2CNC(C)=O)cc1
-4.2[25 µM],CCS(=O)(=O)Nc1ccc2c(c1)C(=O)N(C)[C@H]1CC[C@@H](CC(=O)N[C@H]3CCN(Cc4ccccc4)C3)O[C@H]1CO2
0.0[25 µM],COc1ccc(-c2ccccc2[C@@H]2[C@H](C#N)N(C(=O)C3CC3)[C@H]2CO)cc1
-3.3[25 µM],CO[C@@H]1CN(C)C(=O)c2cc(NC(=O)NC(C)C)ccc2OC[C@@H](C)N(C(=O)CN(C)C)C[C@H]1C
-6.8,COc1ccc(NC(=O)Nc2ccc3c(c2)C(=O)N([C@H](C)CO)C[C@H](C)[C@H](CN(C)C(=O)Nc2ccc(F)cc2)OCCCC[C@@H](C)O3)cc1
3.6,CCCC#Cc1ccc([C@@H]2[C@@H](C#N)N(C(=O)C3CCCC3)[C@H]2CO)cc1
-5.0[25 µM],O=C(C[C@@H]1CC[C@H]2[C@@H](COC[C@H](O)CN2C(=O)Nc2ccccc2)O1)NCc1ccccc1F

Laid out differently: entries from further up
SMILES	CD40 NFkB inh
CCN(CC(=O)Nc1ccc(OC)cc1)C(=O)CCc1nc2ccccc2c(=O)[nH]1	0.6
O=S(=O)(c1ccccc1)N1CCN(C2CCN(Cc3ccccc3)CC2)CC1	-4.0
COc1ccc(-c2ccccc2[C@@H]2[C@H](C#N)N(C(=O)C3CC3)[C@H]2CO)cc1	0.0[25 µM]

(list continues)
CD40 NFkB inh,SMILES
22.1[25 µM],N#C[C@H]1[C@H](c2ccc(C#CCC3CCCC3)cc2)[C@H](CO)N1C(=O)c1ccccn1
5.7,Nc1nonc1N1CCCCC1
8.8,CCOC(=O)c1nnn2c1nc(N1CCOCC1)c1ccccc12
-30.5,OCC1CCN(Cc2cn(Cc3ccccc3)nc2-c2cc3ccccc3o2)CC1
2.2,CCc1csc(N2[C@H](CO)[C@H](c3ccccc3)[C@@H]2CNCCOC)n1
-0.4,CC=Cc1ccc2n(c1=O)C[C@@H]1[C@@H](CO)[C@H](C(=O)NC3CCC3)N(C(=O)C3CCC3)[C@H]21 (mixture of isomers)
14.4,CCC1(C)Cc2ccccc2-c2nc(NCCCO)n(C)c(=O)c21 (stereo not drawn)
3.2[25 µM],C[C@@H](NC(=O)[C@H]1[C@H](CO)[C@H]2Cn3c(cccc3=O)[C@H]2N1Cc1cccnc1)c1ccccc1

Next records:
CD40 NFkB inh,SMILES
17.3,CCOCC(=O)Nc1cc(C)on1
7.3,CC(=O)Nc1c(Cl)cc([N+](=O)[O-])c2ccccc12
-2.0,Cc1ccc(S(=O)(=O)NCN2C(=O)c3ccccc3C2=O)cc1
-36.9,Cc1cc(C(=O)Nc2cccc(-c3ccc(N4CCOCC4)nn3)c2)ccc1[N+](=O)[O-]
15.0,O=C(CN1CCN(S(=O)(=O)c2ccc(F)cc2)CC1)NC1CCCC1
-5.2,CCOc1ccc(NC(=O)CN(C)C(=O)c2ccc(C3SCCS3)cc2)cc1OCC
-14.7,Cc1cc(C)c(S(=O)(=O)NCC(c2ccco2)N2CCc3ccccc3C2)c(C)c1 (stereo not drawn)
-7.7,CC(=O)NCc1ccc(C(=O)O)cc1

Further entries follow:
CD40 NFkB inh,SMILES
20.6,N#Cc1ccc(-c2ccc([C@@H]3[C@H]4CNC[C@@H]3N4Cc3cc(F)ccc3F)cc2)cc1
-21.8[25 µM],COc1ccc(-c2ccc([C@H]3[C@@H](CO)N4CCCCN(CC5CCOCC5)C[C@@H]34)cc2)cc1
6.8,Cc1cccc(N2CCCn3c2nc2c3c(=O)n(CCN3CCOCC3)c(=O)n2C)c1
-62.4,COc1ccc(NC(=O)O/N=C/c2ccncc2)cc1
1.7,O=C(CN1CCN(Cc2ccccc2)CC1)NC(=O)NC1CCCCC1
3.7,CCCNS(=O)(=O)c1cccc2cccnc12
-0.8,COc1ccc(NC(=O)CN(C)CC(=O)N2CCCCCC2)cc1
2.8,Nc1c(C(=O)CSc2nnc(Cc3ccccc3)o2)c(=O)[nH]c(=O)n1C1CC1

Additional structures
CD40 NFkB inh,SMILES
-48.8,CN(CC(=O)Nc1cccc(F)c1)C(=O)c1ccc(OCc2cn3ccccc3n2)cc1
3.4,Cc1cccc(NS(=O)(=O)c2cccc(C(=O)NCCCN3CCCC3=O)c2)c1
16.0[25 µM],O=C(C[C@@H]1C[C@@H]2c3cc(NC(=O)C4CCC4)ccc3O[C@@H]2[C@@H](CO)O1)NCc1ccc(Cl)cc1
-16.1[25 µM],CN1C[C@@H]2[C@H](c3ccccc31)[C@H](CO)N2C(=O)c1cccnc1
4.2,CCOc1ccc(NC(=O)c2ccc(NC(=O)c3ccccc3Br)cc2)cc1
8.1,Fc1cccc(-n2ncc(-c3nnnn3-c3ccccc3)c2C(F)(F)F)c1
11.2,c1ccc(-c2csc3ncnc(NCCCN4CCOCC4)c23)cc1
10.2,Cc1ccnc(NS(=O)(=O)c2ccc(NC(=O)C3C4C=CC(C4)C3C(=O)O)cc2)n1 (stereo not drawn)

Taken from above:
c1ccc(-c2csc3ncnc(NCCCN4CCOCC4)c23)cc1 in CD40 NFkB inh shows 11.2
O=C(C[C@@H]1C[C@@H]2c3cc(NC(=O)C4CCC4)ccc3O[C@@H]2[C@@H](CO)O1)NCc1ccc(Cl)cc1 in CD40 NFkB inh shows 16.0[25 µM]

More results:
CD40 NFkB inh,SMILES
8.5,CN(C)CCSc1nc(-c2ccccc2)nc2c1COC(C)(C)C2
-54.0,O=c1c(OCc2ccccc2)cccn1Cc1ccccc1
63.5*,Cc1cc(N2CCN(C)CC2)ccc1NC(=O)c1ccc(-c2ccc(Cl)cc2)o1
6.4,CSc1nc2ccccc2c(=O)n1N
4.2,O=C(CNCCN1CCOCC1)Nc1ccccc1Sc1ccccc1
-5.7[25 µM],COc1ccc(CNC(=O)C[C@H]2C[C@H]3c4cc(NC(=O)NC5CCCC5)ccc4O[C@H]3[C@@H](CO)O2)cc1
2.7,CN(C)/C=C/C(=O)c1cccc(Oc2ncccn2)c1
4.0[25 µM],O=C(Cc1ccccc1)N1CC(=O)N2[C@H](C1)[C@@H](c1ccc(-c3ccc(F)cc3)cc1)[C@@H]2CO

The results go on.
CD40 NFkB inh,SMILES
7.9,CCOC(=O)c1c(NC(=O)c2nn(CC)cc2Br)sc(C)c1C
11.4[25 µM],CO[C@@H]1CN(C)C(=O)c2ccc(NC(=O)NC(C)C)cc2OC[C@@H](C)N(Cc2ccc(-c3ccccn3)cc2)C[C@@H]1C
-1.3,CCOC(=O)c1cn(CC(=O)Nc2ccc3c(c2)OCCO3)nn1
5.5,O=C(Cc1ccccc1F)Nc1nc(-c2cccnc2)cs1
-4.8,COc1ccc(C2CC(=O)n3c(nc4ccccc43)S2)cc1OC (stereo not drawn)
3.7,Cc1cc(C)c(S(=O)(=O)c2ccc(F)cc2)c(C)c1
-6.9[25 µM],COCC(=O)N1[C@H](C#N)[C@@H](c2ccc(-c3cccnc3)cc2)[C@@H]1CO
1.3,CC(C)NC(=O)N(C)C[C@@H]1OCc2ccccc2-c2c(n(C)c3ccccc23)C(=O)N([C@@H](C)CO)C[C@H]1C

The list continues.
CD40 NFkB inh,SMILES
3.1,Cc1cc(C(=O)N2CCN(S(C)(=O)=O)CC2)cs1
-3.3[25 µM],COc1ccc(C[C@@H]2CCn3nncc3COC[C@@H](c3ccccc3)NC2=O)cc1
3.2,CCOC(=O)C1Cc2ccccc2CN1 (stereo not drawn)
-15.8,Cc1cc(=O)n(Nc2ccccc2)c(O)c1C#N
15.2,COc1cc(C(=O)NCCc2c[nH]c3ccccc23)ccc1OCc1c(C)noc1C
-7.5[25 µM],CO[C@@H]1CN(C)C(=O)c2cc(NS(C)(=O)=O)ccc2OC[C@H](C)N(C(=O)C2CCOCC2)C[C@H]1C
-5.7,COc1ccc(NC(=O)c2nc[nH]c2C(=O)Nc2ccccc2C)cc1
-45.9,Cc1nc(NCc2ccccc2)sc1C(=O)Nc1ccccc1

(next part)
CD40 NFkB inh,SMILES
2.3,NC(=O)C(CCCCN1CCCCC1)(c1ccccc1)c1ccccc1
6.0&-6.2[25 µM],COc1cccc(CN2C[C@@H]3N[C@H](C2)C3c2ccc(-c3cccc(C#N)c3)cc2)c1 (stereo partly drawn)
-37.6,O=C(NCCCN1CCCC1=O)c1csc2ccccc12
-2.9[25 µM],CCCN1[C@H](C(=O)N2CCOCC2)[C@@H](CO)[C@@H]2Cn3c(ccc(-c4ccccc4F)c3=O)[C@@H]21
4.0,O=C(NCCN1CCOCC1)c1c(O)nc2sccn2c1=O
9.3,CCN(CC)CC(=O)c1c[nH]c2ccc(C)cc12
4.4,CCN(CC(=O)NCc1cccs1)C(=O)c1ccc(S(=O)(=O)Nc2ccccc2OC)cc1
1.4,Cc1ccccc1Nc1nc(N)nc(COC(=O)[C@@H](NC(=O)c2ccccc2Cl)C(C)C)n1

Additional records.
CD40 NFkB inh,SMILES
6.3,CC(=O)c1c(C)oc(C)c1CSCc1ccc(C(=O)O)o1
4.5,COc1ccccc1CCC(=O)OCC(=O)Nc1cccc(S(=O)(=O)N2CCCCC2)c1
7.1,Cc1c(C)[n+](=O)c(C)c(C)n1[O-]
-0.7,C[C@H](CO)N1C[C@H](C)[C@H](CN(C)Cc2ccc(C(=O)O)cc2)OCc2ccccc2-c2ccccc2C1=O
-12.4,CC(C)[C@H](C)NC(=O)N(C)C[C@H]1OCc2ccccc2-c2ccccc2C(=O)N([C@H](C)CO)C[C@@H]1C
-7.4[25 µM],O=C(C[C@@H]1C[C@@H]2c3cc(NC(=O)Cc4ccncc4)ccc3O[C@@H]2[C@H](CO)O1)NCc1cc(F)ccc1F
1.2,Nc1cc(C(F)(F)F)cc([N+](=O)[O-])c1N
14.6,N#CCN1CCCC(C(N)=O)C1 (stereo not drawn)

(list continues)
CD40 NFkB inh,SMILES
-3.0,Cc1csc(NC(=O)CCNC(=O)c2ccccc2Cl)n1
-3.2,Cc1ncoc1C(=O)N1CCCC(N2CCN(c3ccccc3F)CC2)C1 (stereo not drawn)
7.6,CCNC(=O)Cc1c(OC)ccc2cc(Br)ccc12
9.9[25 µM],C[C@@H]1CN([C@H](C)CO)C(=O)c2cc(NS(C)(=O)=O)ccc2O[C@@H]1CN(C)C
4.9,O=C(CNC(=O)c1cccc(S(=O)(=O)N2CCc3ccccc32)c1)Nc1ccc(F)c(F)c1F
6.3,CC1(C)CC2CC(C)(CN2C(=O)c2cc(-c3ccccc3O)on2)C1 (stereo not drawn)
-5.1,O=C(CS(=O)(=O)c1ccccc1)Nc1ccccn1

Arranged by value in CD40 NFkB inh (high to low): some entries from above.
CD40 NFkB inh,SMILES
7.6,CCNC(=O)Cc1c(OC)ccc2cc(Br)ccc12
4.9,O=C(CNC(=O)c1cccc(S(=O)(=O)N2CCc3ccccc32)c1)Nc1ccc(F)c(F)c1F
-3.0,Cc1csc(NC(=O)CCNC(=O)c2ccccc2Cl)n1
-5.1,O=C(CS(=O)(=O)c1ccccc1)Nc1ccccn1

An excerpt, so the mix of outcomes need not match the whole.
